Screening results (PubChem)
TrxR1 substrate – is turned over as a substrate by rat TrxR1; O89049; purified TrxR1 substrate turnover, NADPH consumption readout; Potency, µM (series often up to 114 µM), for inactives: at the highest dose activity change, negative = substrate turnover; 0.01% of 390,000 active; further: on the % scale 0 is the no-effect control and ±100 the full control effect; nearly all actives have a fitted effect of over 50% in size
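Rat TrxR1, dispensed at 90 nM, was prereduced with 400 uM NADPH (final) for 5 min at ~22 deg C, then incubated with compound 15 min before 400 uM selenite. A first-read NADPH fluorescence drop versus no-compound background flagged substrates.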
Vif-APOBEC3F blk – inhibitors of Vif-A3F interaction; 0.2% of 390,000 active; Potency, µM (doses to about 46.1 µM), for the others: top-dose activity, negative = active; AID 602313; HeLa A3F-eYFP + Vif (tagged APOBEC3F with the HIV-1 protein that degrades it), YFP fluorescence increase; further: % of control where 0% means no effect; nearly all actives have a fitted effect of over 65% in size
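HeLa cells stably expressing A3F-eYFP plus Vif, plated and incubated overnight at 37 deg C, then exposed to compounds overnight at 37 deg C. Blocked degradation read as raised yellow fluorescence (Ex 488/Em 500-530).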
RXFP1 agonist – agonists of human relaxin receptor RXFP1. AID 2676. HEK293T-RXFP1 cAMP TR-FRET, 30 min; response scale: percent of porcine relaxin response, buffer zero. Potency, µM (highest dose often 57.5 µM), inactives show top-dose activation, most hits filed as activators. Q9HBX9. 0.3% of 370,000 active; further: on the % scale 0 is the no-effect control and ±100 the full control effect; nearly all actives have a fitted effect of over 60% in size; many of its hits are not listed in these tables
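HEK293T cells stably expressing RXFP1 were pretreated with the PDE4 inhibitor Ro 20174, exposed to compounds for 30 min at 37C, lysed, and cAMP was read by TR-FRET. Data normalized to buffer (basal) and 29 nM porcine relaxin (100%).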
Vif-A3G inh – inhibitors of Vif-APOBEC3G interaction. Q9HC16. HeLa A3G-eYFP + Vif (tagged APOBEC3G with the HIV-1 protein that degrades it), YFP fluorescence, overnight. Potency, µM (highest dose often 46.1 µM), inactives show at the top dose activity, negative = active, most hits filed as inhibitors. 0.076% of 410,000 active;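 further: on the % scale 0 is the no-effect control and ±100 the full control effect; nearly all actives have a fitted effect of over 60% in size; hits raise eYFP signal because A3G escapes Vif-driven loss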
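HeLa cells stably expressing Vif and C-terminally eYFP-tagged A3G, seeded overnight at 37 deg C, then exposed to compound by pintool overnight at 37 deg C. Rise in yellow fluorescence (Ex 488/Em 500-530, Acumen) marks blocked Vif-driven A3G degradation.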
12-LOX inh – blocks human arachidonate 12S-lipoxygenase; AID 1671190; Potency, µM (top dose mostly 108 µM), without a hit: at the top dose activity change, negative = inhibition, most hits filed as inhibitors; 1.1% of 580,000 active; P18054; purified 12hLO, xylenol orange hydroperoxide absorbance; further: on the % scale 0 is the no-effect control and ±100 the full control effect
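Purified human 12hLO (150 nM final) in 25 mM Hepes, 0.01% Triton X-100, pH 7.0 was preincubated 15 min at room temperature with compound. Then 40 uM arachidonic acid was added, 30 min. Hydroperoxide was read by Fe-XO absorbance ratio 573/405 nm.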
RGS4 inhibitor – human RGS4 inhibition | Transcreener GDP fluorescence polarization, RGS4-accelerated GTP hydrolysis | 0.039% of 390,000 active | P49798 | Potency, µM (highest dose often 114 µM), inactives show top-dose activity change, negative = inhibition, hits mostly inhibitors; further: on the % scale 0 is the no-effect control and ±100 the full control effect; nearly all actives have a fitted effect of over 75% in size; some results filed as inactive show a strong effect at the top dose
Target sequence (P49798 whole entry, looked up): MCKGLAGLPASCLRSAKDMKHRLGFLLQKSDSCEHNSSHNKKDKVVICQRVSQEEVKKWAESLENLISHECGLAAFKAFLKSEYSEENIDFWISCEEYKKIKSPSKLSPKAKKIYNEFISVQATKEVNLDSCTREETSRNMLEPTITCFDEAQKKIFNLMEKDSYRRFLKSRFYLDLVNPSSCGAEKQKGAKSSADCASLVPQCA
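MLSMR compounds (23 nl, pin-transferred) preincubated 10 min at room temperature with a 500nM (2x) first reagent, then RGS4 at 900nM (2x) plus Transcreener GDP mix added; fluorescence polarization (620/688 nm) read before and after 90 min at 30 °C.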
USP1 inh – blocks the human USP1/UAF1 deubiquitinase complex; O94782; recombinant USP1/UAF1, Ub-Rhodamine cleavage fluorescence; Potency, µM (series often up to 57.1 µM), without a hit: top-dose activity change, negative = inhibition, hits mostly inhibitors; 0.23% of 390,000 active; further: on the % scale 0 is the no-effect control and ±100 the full control effect; nearly all actives have a fitted effect of over 60% in size; inactives centre near -12
Target sequence (O94782 whole entry, looked up): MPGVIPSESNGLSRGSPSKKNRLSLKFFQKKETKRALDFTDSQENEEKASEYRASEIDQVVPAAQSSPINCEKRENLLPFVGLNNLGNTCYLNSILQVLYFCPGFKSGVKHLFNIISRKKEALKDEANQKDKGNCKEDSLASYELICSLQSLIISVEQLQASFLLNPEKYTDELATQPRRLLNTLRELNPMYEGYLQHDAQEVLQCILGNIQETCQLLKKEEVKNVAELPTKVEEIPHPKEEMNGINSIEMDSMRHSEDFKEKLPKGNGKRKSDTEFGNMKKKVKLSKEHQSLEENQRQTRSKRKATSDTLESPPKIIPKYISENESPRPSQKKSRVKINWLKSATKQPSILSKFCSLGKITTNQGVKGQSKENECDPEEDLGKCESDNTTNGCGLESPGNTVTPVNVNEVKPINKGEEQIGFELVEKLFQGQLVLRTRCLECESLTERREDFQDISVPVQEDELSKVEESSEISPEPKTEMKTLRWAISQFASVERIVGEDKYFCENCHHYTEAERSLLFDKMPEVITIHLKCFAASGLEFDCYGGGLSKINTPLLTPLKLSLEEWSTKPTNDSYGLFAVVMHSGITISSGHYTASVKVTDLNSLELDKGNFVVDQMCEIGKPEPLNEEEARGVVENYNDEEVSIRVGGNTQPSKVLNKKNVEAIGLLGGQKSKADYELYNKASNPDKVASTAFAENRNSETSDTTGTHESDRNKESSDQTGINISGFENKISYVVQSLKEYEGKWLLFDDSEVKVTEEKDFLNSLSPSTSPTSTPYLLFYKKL
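High-throughput fluorogenic screen: 1nM USP1/UAF1 complex, Ub-Rho substrate 150nM final, 50mM HEPES pH 7.8 with 0.5mM EDTA, 0.1 mg/ml BSA, 1mM TCEP and 0.01% Tween-20.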
rTrxR1 inhibitor – inhibitors of rat thioredoxin reductase 1. recombinant rTrxR1, NADPH fluorescence consumption, selenite substrate. AID 588453. Potency, µM (titrated, usually from 114 µM), for inactives: at the top dose activity change, negative = inhibition, hits mostly inhibitors. 1% of 390,000 active; further: on the % scale 0 is the no-effect control and ±100 the full control effect; nearly all actives have a fitted effect of over 65% in size
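Rat TrxR1 (90 nM in the dispensed reagent) was pre-reduced with 400 uM NADPH for 5 min at room temperature, then incubated with compound for 15 min. After 400 uM selenite was added, NADPH fluorescence (Ex 340/Em 450 nm) was followed for 8 min.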
mIDH1 inhibitor – blocks human mutant IDH1 R132H enzyme; AID 602179; O75874; Potency, µM (series often up to 76.6 µM), for inactives: top-dose activity change, negative = inhibition, usual class: inhibitors; IDH1-R132H enzyme, NADPH consumption, diaphorase/resazurin fluorescence; 0.093% of 390,000 active; further: on the % scale 0 is the no-effect control and ±100 the full control effect; nearly all actives have a fitted effect of over 65% in size
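IDH1-R132H (0.5 ug/mL) preincubated 30 min with compound, then NADPH (0.016 mM) and alpha-KG (2 mM) added; 80 min at RT, pH 7.5. Remaining NADPH coupled via diaphorase/resazurin to fluorescence (540/590 nm); concentration-response curves normalized to no-enzyme control.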
An asterisk follows results filed as active; [ ] = dose if it differs, or a comment. The call rests on the fitted dose curve; in most records, active means well fitted curve in the direction sought with a large enough effect; inconclusive means small, poorly fitted or top-dose-only effect, or another doubt; inactive means no such curve, though single readings can be large; an effect the other way counts as inactive or inconclusive. Potency means the concentration at half of the fitted maximal effect. Not all compounds are listed. The share of hits here may be higher or lower than overall.

`Cc1ccc(S(=O)(=O)NCC(=O)OCC(=O)N(CCC#N)c2ccccc2)cc1` gave TrxR1 substrate 3%[57.1 µM], Vif-APOBEC3F blk 2%, Vif-A3G inh -1%, 12-LOX inh -20%, RGS4 inhibitor -23%, USP1 inh -16%, rTrxR1 inhibitor 5%[11.4 µM] and mIDH1 inhibitor 4%.
Cc1ccccc1C(=O)Nc1ccc(S(=O)(=O)NCC2CCCO2)cc1 (stereo not drawn) was read as Vif-APOBEC3F blk 0%, Vif-A3G inh 2%, 12-LOX inh 18%, USP1 inh -27% and mIDH1 inhibitor -2%.
`CC1CCCCC1NC(=O)NC(=O)CCl` (stereo not drawn) gave TrxR1 substrate 5%, Vif-APOBEC3F blk 4%, RXFP1 agonist 0.3%, Vif-A3G inh -8%, 12-LOX inh -13%, RGS4 inhibitor -21%, USP1 inh -21%, rTrxR1 inhibitor 40µM* and mIDH1 inhibitor 6%.
For CC(=O)Nc1ccc(NC(=O)CSCCc2ccccn2)cc1 the results were TrxR1 substrate 14%, Vif-APOBEC3F blk -10%, RXFP1 agonist -1.2%, Vif-A3G inh 2%, 12-LOX inh 26%, RGS4 inhibitor 7%, USP1 inh -16%, rTrxR1 inhibitor 30% and mIDH1 inhibitor -1%.
Screening CCOc1ccccc1C(=O)OCC(=O)NCC1CCCO1 (stereo not drawn) returned TrxR1 substrate -8%, Vif-APOBEC3F blk -9%, RXFP1 agonist -1.4%, Vif-A3G inh 0%, 12-LOX inh -18%, RGS4 inhibitor -10%, USP1 inh -2%, rTrxR1 inhibitor -8% and mIDH1 inhibitor 6%.
`N#Cc1c(N)n(CCOC(=O)c2cccc([N+](=O)[O-])c2)c2nc3ccccc3nc12` gave TrxR1 substrate 1%, Vif-APOBEC3F blk 4%, RXFP1 agonist 5.5%, Vif-A3G inh 0%, 12-LOX inh -20%, RGS4 inhibitor 41%, USP1 inh -13%, rTrxR1 inhibitor -1% and mIDH1 inhibitor -2%.
COc1ccc(CCNC(=O)C2CC(O)CN2S(=O)(=O)c2ccc(Cl)cc2)cc1OC (stereo not drawn) was read as TrxR1 substrate 19%, Vif-APOBEC3F blk -16%, Vif-A3G inh -1%, 12-LOX inh -2%, RGS4 inhibitor 16%, USP1 inh -7%, rTrxR1 inhibitor 39%[activator] and mIDH1 inhibitor 6%.
For Cn1c(N2CCCC2)nc2c1c(=O)n(Cc1ccc(F)cc1)c(=O)n2C the results were TrxR1 substrate 14%[57.1 µM], Vif-APOBEC3F blk 3%, RXFP1 agonist 0.4%, Vif-A3G inh 3%, 12-LOX inh -24%, RGS4 inhibitor -20%, USP1 inh -14%, rTrxR1 inhibitor 48%[activator][57.1 µM] and mIDH1 inhibitor 4%.
`Cc1nc2c(C(=O)NCc3ccccc3)c[nH]n2c(=O)c1Cl` gave TrxR1 substrate 10%, Vif-APOBEC3F blk -7%, RXFP1 agonist -1.2%, Vif-A3G inh 2%, 12-LOX inh -26%, RGS4 inhibitor 1%, USP1 inh -9%, rTrxR1 inhibitor 21% and mIDH1 inhibitor 13%.
Screening CN(CC(=O)Nc1cccc(F)c1)CC(=O)Nc1cc(S(=O)(=O)N2CCOCC2)ccc1Cl returned TrxR1 substrate -14%, Vif-APOBEC3F blk -10%, RXFP1 agonist 0.2%, Vif-A3G inh 0%, 12-LOX inh 28%, RGS4 inhibitor 16%, USP1 inh -21%, rTrxR1 inhibitor -9% and mIDH1 inhibitor -3%.
For O=C(NNC(=S)Nc1ccc(Cl)cc1Cl)C1CC1 the results were TrxR1 substrate 8%, Vif-APOBEC3F blk 3%, RXFP1 agonist 5.3%, Vif-A3G inh 0%, 12-LOX inh -10%, RGS4 inhibitor -37%, USP1 inh -17%, rTrxR1 inhibitor -2% and mIDH1 inhibitor -2%.
`Cc1c(Cl)cccc1NC(=O)CSc1nc2ncccc2o1` gave TrxR1 substrate -8%[57.1 µM], Vif-APOBEC3F blk -1%, RXFP1 agonist -1.4%, Vif-A3G inh -1%, 12-LOX inh 3%, RGS4 inhibitor 15%, USP1 inh -10%, rTrxR1 inhibitor 2%[57.1 µM] and mIDH1 inhibitor 2%.

Overlap with the part before: five compounds, followed by the next part.
For Cn1c(N2CCCC2)nc2c1c(=O)n(Cc1ccc(F)cc1)c(=O)n2C the results were TrxR1 substrate 14%[57.1 µM], Vif-APOBEC3F blk 3%, RXFP1 agonist 0.4%, Vif-A3G inh 3%, 12-LOX inh -24%, RGS4 inhibitor -20%, USP1 inh -14%, rTrxR1 inhibitor 48%[activator][57.1 µM] and mIDH1 inhibitor 4%.
`Cc1nc2c(C(=O)NCc3ccccc3)c[nH]n2c(=O)c1Cl` gave TrxR1 substrate 10%, Vif-APOBEC3F blk -7%, RXFP1 agonist -1.2%, Vif-A3G inh 2%, 12-LOX inh -26%, RGS4 inhibitor 1%, USP1 inh -9%, rTrxR1 inhibitor 21% and mIDH1 inhibitor 13%.
Screening CN(CC(=O)Nc1cccc(F)c1)CC(=O)Nc1cc(S(=O)(=O)N2CCOCC2)ccc1Cl returned TrxR1 substrate -14%, Vif-APOBEC3F blk -10%, RXFP1 agonist 0.2%, Vif-A3G inh 0%, 12-LOX inh 28%, RGS4 inhibitor 16%, USP1 inh -21%, rTrxR1 inhibitor -9% and mIDH1 inhibitor -3%.
For O=C(NNC(=S)Nc1ccc(Cl)cc1Cl)C1CC1 the results were TrxR1 substrate 8%, Vif-APOBEC3F blk 3%, RXFP1 agonist 5.3%, Vif-A3G inh 0%, 12-LOX inh -10%, RGS4 inhibitor -37%, USP1 inh -17%, rTrxR1 inhibitor -2% and mIDH1 inhibitor -2%.
`Cc1c(Cl)cccc1NC(=O)CSc1nc2ncccc2o1` gave TrxR1 substrate -8%[57.1 µM], Vif-APOBEC3F blk -1%, RXFP1 agonist -1.4%, Vif-A3G inh -1%, 12-LOX inh 3%, RGS4 inhibitor 15%, USP1 inh -10%, rTrxR1 inhibitor 2%[57.1 µM] and mIDH1 inhibitor 2%.
COCCCNC(=O)Cn1nnc(-c2ccccc2NC(=O)c2ccccc2F)n1 was read as TrxR1 substrate 5%, Vif-APOBEC3F blk 4%, RXFP1 agonist 3.1%, Vif-A3G inh -4%, 12-LOX inh 8%, RGS4 inhibitor 7%, USP1 inh 22%, rTrxR1 inhibitor 5% and mIDH1 inhibitor 0%.
For NC(N)=N/N=C/c1ccccc1Cl the results were TrxR1 substrate -2%, Vif-APOBEC3F blk 2%, RXFP1 agonist -1.1%, Vif-A3G inh 0%, 12-LOX inh 0%, RGS4 inhibitor 2%[11.4 µM], USP1 inh -19%, rTrxR1 inhibitor 3% and mIDH1 inhibitor -2%.
Screening Nc1nc(-c2ccc3c(c2)OCCO3)cs1 returned TrxR1 substrate -3%, Vif-APOBEC3F blk -12%, RXFP1 agonist -2.2%, Vif-A3G inh -6%, 12-LOX inh inconclusive, RGS4 inhibitor 0%, USP1 inh -15%, rTrxR1 inhibitor 10%[57.1 µM] and mIDH1 inhibitor 2%.
Screening Cc1ccc2c(c1)N(Cc1ccncc1)C(=O)C(C)O2 (stereo not drawn) returned TrxR1 substrate -4%, Vif-APOBEC3F blk 0%, RXFP1 agonist -0.5%, Vif-A3G inh -5%, 12-LOX inh -8%, RGS4 inhibitor 34%, USP1 inh -13%, rTrxR1 inhibitor -1% and mIDH1 inhibitor 0%.
For CCOc1cccc2cc(-c3nnc(NCc4ccco4)s3)c(=O)oc12 the results were TrxR1 substrate 12%[57.1 µM], Vif-APOBEC3F blk -2%, RXFP1 agonist 16%, Vif-A3G inh -17%, 12-LOX inh 28%, RGS4 inhibitor -44%, USP1 inh -2%, rTrxR1 inhibitor 7.9µM* and mIDH1 inhibitor 3%.
For CCc1c(C)nc2ncnn2c1N1CCC(C(=O)Nc2ccccc2)CC1 the results were TrxR1 substrate 5%, Vif-APOBEC3F blk 1%, RXFP1 agonist 0.0%, Vif-A3G inh 2%, 12-LOX inh 15%, RGS4 inhibitor 6%, USP1 inh 0%, rTrxR1 inhibitor 15% and mIDH1 inhibitor 3%.
COc1ccc(-c2[nH]ncc2CN2CCCC(C(=O)c3cccc(OC)c3)C2)cc1 (stereo not drawn) was read as TrxR1 substrate -1%[57.1 µM], Vif-APOBEC3F blk -8%, RXFP1 agonist -1.5%, Vif-A3G inh -9%, 12-LOX inh -45%, RGS4 inhibitor 1%, USP1 inh inconclusive, rTrxR1 inhibitor 1%[57.1 µM] and mIDH1 inhibitor 4%.
